Screening data deposited in PubChem by National Center for Advancing Translational Sciences (NCATS).
Cycloheximide cs: Cycloheximide Counterscreen for Small Molecule Inhibitors of Shiga Toxin; max response, %; 12% of 300,000 active; cell reporter, cycloheximide protein synthesis inhibition counterscreen; in the data active = max response mostly above about 13%, no sharp cut-off; inactive = mostly below about 14%; also: read at 38.3 µM for the half of the compounds with a filed dose; 0% is about no effect
Pf growth 48h: Primary qHTS for delayed death inhibitors of the malarial parasite plastid, 48 hour incubation. P. falciparum luciferase growth in erythrocytes, 48 h. Potency, µM (highest dose often 28.7 µM), without a hit: top-dose activity change, negative = inhibition, hits mostly inhibitors. 5.9% of 310,000 active; also: potency is read from the fitted curve at half-maximal effect; % is scaled to controls: 0 for no effect and ±100 for the full control effect
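Luminescence readout; reporter = integrated firefly luciferase in P. falciparum. RBC culture at 2% hematocrit, 0.1% parasitemia final, 37 C/5% CO2; decreased signal taken as growth inhibition.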
Pf growth 96h: Primary qHTS for delayed death inhibitors of the malarial parasite plastid, 96 hour incubation; P. falciparum luciferase reporter growth, 96 h; Potency, µM (doses to about 28.7 µM), for inactives: at the highest dose activity change, negative = inhibition, most hits filed as inhibitors; 6.9% of 320,000 active; also: potency is read from the fitted curve at half-maximal effect; % is scaled to controls: 0 for no effect and ±100 for the full control effect
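Parasite growth measured via integrated firefly luciferase reporter in P. falciparum. Infected erythrocytes at 2% hematocrit, 0.05% parasitemia final were treated 96 hours at 37 C under 5% CO2, and luminescence was read.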
AmpC no deterg: qHTS Inhibitors of AmpC Beta-Lactamase (assay without detergent) | P00811 | AmpC nitrocefin hydrolysis, absorbance 480 nm, 0.0001% Triton | Potency, µM (doses to about 57.1 µM), for the others: at the highest dose activity change, negative = inhibition, usual class: inhibitors | 0.52% of 330,000 active | AID 485341, 2010;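 also: potency is read from the fitted curve at half-maximal effect; plate controls were no compound for no effect and no enzyme for full effect; nearly all actives have a fitted effect of over 20% in size; some results filed as inactive show a strong effect at the top dose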
Target sequence (P00811 whole entry, looked up): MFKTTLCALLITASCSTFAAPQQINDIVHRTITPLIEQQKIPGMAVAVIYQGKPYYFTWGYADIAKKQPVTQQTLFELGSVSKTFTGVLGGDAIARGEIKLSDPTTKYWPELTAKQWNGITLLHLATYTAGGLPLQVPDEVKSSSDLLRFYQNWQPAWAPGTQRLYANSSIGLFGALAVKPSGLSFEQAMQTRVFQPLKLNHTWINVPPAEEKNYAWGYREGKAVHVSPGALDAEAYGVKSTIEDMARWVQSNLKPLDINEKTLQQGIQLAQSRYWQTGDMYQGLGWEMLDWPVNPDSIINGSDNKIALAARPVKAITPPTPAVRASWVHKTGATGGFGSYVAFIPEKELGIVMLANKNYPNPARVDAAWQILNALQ
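20 mM phosphate pH 7.0 + 0.01% (detergent screen) or 0.0001% Triton X-100; 5.3 nM AmpC reagent; cpd preinc 15 min RT; nitrocefin (800 uM stock) to start; A480 q20 s × 4 min; Activity was normalised to no-enzyme and no-compound control wells.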
TbPYK inhibitor: qHTS of Trypanosoma Brucei Inhibitors. TbPYK enzyme, Kinase-Glo Plus ATP luminescence, 45 min. Potency, µM (doses to about 76.8 µM), without a hit: at the highest dose activity, negative = inhibition, hits mostly inhibitors. 0.12% of 410,000 active. AID 624173, 2012; also: potency is read from the fitted curve at half-maximal effect; % is scaled to controls: 0 for no effect and ±100 for the full control effect; nearly all actives have a fitted effect of over 50% in size
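Quantitative HTS: titrated library compounds versus trypanosomal pyruvate kinase in TEA buffer (pH 7.2) containing KCl, MgCl2, BSA and Tween-20. Reactions were initiated with ADP, 130 uM final. Kinase-Glo Plus luminescence was read after 45 min at RT.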
LmPK inh: qHTS Assay for Inhibitors of Leishmania Mexicana Pyruvate Kinase (LmPK); Q27686; purified LmPK, Kinase-Glo ATP luminescence, 1 h; AID 1721, 2009; 0.37% of 290,000 active; Potency, µM (highest dose often 57.5 µM), inactives show at the top dose activity change, negative = inhibition, actives largely listed as inhibitors; also: potency is read from the fitted curve at half-maximal effect; % is scaled to controls: 0 for no effect and ±100 for the full control effect
Target sequence (Q27686 whole entry, looked up): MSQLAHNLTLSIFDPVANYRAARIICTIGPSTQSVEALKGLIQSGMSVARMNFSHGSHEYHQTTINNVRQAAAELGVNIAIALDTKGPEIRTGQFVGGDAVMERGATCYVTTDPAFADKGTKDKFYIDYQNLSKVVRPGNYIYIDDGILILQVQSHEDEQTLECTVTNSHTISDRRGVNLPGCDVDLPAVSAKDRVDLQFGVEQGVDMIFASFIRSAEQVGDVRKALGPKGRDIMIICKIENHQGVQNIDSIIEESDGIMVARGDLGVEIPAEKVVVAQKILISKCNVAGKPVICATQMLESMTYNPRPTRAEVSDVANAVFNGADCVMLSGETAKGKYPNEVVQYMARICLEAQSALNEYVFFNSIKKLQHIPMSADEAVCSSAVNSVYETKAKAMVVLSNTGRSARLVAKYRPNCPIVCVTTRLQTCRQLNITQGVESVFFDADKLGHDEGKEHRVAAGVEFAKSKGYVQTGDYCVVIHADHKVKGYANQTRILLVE
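Kinase-Glo luminescence read after 1 h RT reaction of 0.1 nM LmPK with 0.5 mM PEP and 0.1 mM ADP. Activity scaled between uninhibited and enzyme-free controls.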
Shiga inhibitor: A qHTS for Small Molecule Inhibitors of Shiga Toxin. Vero cells, Shiga toxin protein synthesis inhibition reporter. AID 2315, 2010. 9.2% of 290,000 active. inhibition, % at 38.7 µM; in the data active = inhibition mostly above about 28%, no sharp cut-off; inactive = mostly below about 43%; also: 0% is about no effect
Starred values were filed as active, the others as inactive; u = inconclusive; x = no result given; & = joins results of further samples; [ ] = another dose, or the depositor's remark. Unless noted, calls follow the shape of the dose curve; as a rule, active = well fitted curve in the direction sought with a large enough effect; inconclusive = small, poorly fitted or top-dose-only effect, or another doubt; inactive = no such curve, though single readings can be large; an effect the other way counts as inactive or inconclusive.

Structure,LmPK inh,Pf growth 48h,AmpC no deterg,Pf growth 96h,TbPYK inhibitor,Cycloheximide cs,Shiga inhibitor
CCOC(=O)C1=C(C)N=c2s/c(=C\c3ccc(OCC(=O)O)c(OC)c3)c(=O)n2C1c1ccc(OC)cc1 (stereo not drawn),0%,u,147%[activator],u,-12%,-2,-3
COCCN(C(=O)CCc1ccc(OC)cc1)c1nnc(-c2ccncc2)s1,10%,11%,163%[activator],34%[activator],-1%,-6,-13
CCc1ccc(NC(=S)Nc2ccc3cn[nH]c3c2)cc1,7%,31%[activator],-20%,5%,-8%,14,50*
O=C(Nc1ccccc1)c1cc(S(=O)(=O)N2CCOCC2)cs1,-1%,x,-9%,7%,0%,-1,-18
Cc1nc2ccccc2c(=O)n1NC(=O)c1ccc([N+](=O)[O-])cc1,4%[11.5 µM],18%,-22%,-28%,5%,-3,-21
CCNC(=O)N(CCOC)CC1CCCN(C2Cc3ccccc3C2)C1 (stereo not drawn),5%,-7%,-43%,u,1%,-4,x
Cc1ccc(NC(=O)/C(Cl)=C/c2ccccc2)cc1C,-21%,320%[activator],-29%,u,-8%,45*,95*
CC(=O)c1ccc(N2CCN(C(=S)Nc3cc(C)ccc3C)CC2)cc1,2%,10µM*,-27%,u,-5%,7,29
COc1cc(CN2CCCC(C(=O)c3ccc(C(C)(C)C)cc3)C2)cc(OC)c1O (stereo not drawn),0%,6.6µM*,47%,36%[activator],-9%,18*,24
CC1CC(C)CN(S(=O)(=O)c2ccc(Oc3ccc([N+](=O)[O-])cc3)cc2)C1 (stereo not drawn),4%,9%,-27%,u,1%,3,24
CCC(C)[C@H](NC(=O)NCc1ccc(OC)c(OC)c1)C(=O)O (stereo partly drawn),-2%,4%,-7%,-10%,-3%,-1,13
CC(=O)c1ccc(Nc2cnn(C34CC5CC(CC(CC(=O)O)(C5)C3)C4)c(=O)c2Cl)cc1,0%,5%,-26%,8%,3%,-4,10
CN(C)/C=C/C(=O)c1ccc(S(=O)(=O)c2ccccc2)cc1,0%,-21%,-22%,u,-8%,10,34
CCOC(=O)CNC(=O)Cc1ccc(OC)cc1,1%,3%,-25%,7%,2%,13*,20
COc1ccc(-c2ccc(=O)[nH]n2)cc1,-1%,3%,-13%,-20%,-4%,-5,-14
Cc1ccc(C)c(S(=O)(=O)N2CCC(c3nc4c(nnn4Cc4ccc(F)cc4)c(=O)[nH]3)CC2)c1,4%,u,10%,68%[activator],2%,-4,-8
CCOc1ccccc1C(=O)Nc1ccccc1O,1%,u,-36%,x,3%,-2,0
CCN1C(=O)CC(NCc2ccc3c(c2)OCO3)C1=O (stereo not drawn),1%,x,-9%,2%,-4%,8,-10
CCCCC(=O)OCC(=O)Nc1ccc(C)c(F)c1,8%,34%[activator],-18%,24%,6%,2,15
CCCc1ncc(CN2CCCC(C(=O)Nc3ccc(-c4cccc(OC)c4)cc3)C2)cn1 (stereo not drawn),6%,u,198%[activator],u,-10%,20*,15

The list goes on; it opens with the 4 that closed the last part.
Structure,LmPK inh,Pf growth 48h,AmpC no deterg,Pf growth 96h,TbPYK inhibitor,Cycloheximide cs,Shiga inhibitor
CCOc1ccccc1C(=O)Nc1ccccc1O,1%,u,-36%,x,3%,-2,0
CCN1C(=O)CC(NCc2ccc3c(c2)OCO3)C1=O (stereo not drawn),1%,x,-9%,2%,-4%,8,-10
CCCCC(=O)OCC(=O)Nc1ccc(C)c(F)c1,8%,34%[activator],-18%,24%,6%,2,15
CCCc1ncc(CN2CCCC(C(=O)Nc3ccc(-c4cccc(OC)c4)cc3)C2)cn1 (stereo not drawn),6%,u,198%[activator],u,-10%,20*,15
Cc1cc(C)nc(N2CCC(CNC(=O)CCc3ccccc3)CC2)n1,-2%,u,71%[activator],10µM*,5%,5,10
CCC(C(=O)NC1CCCCC1)N(C(=O)c1snc(C(N)=O)c1N)c1ccc(OC)cc1OC (stereo not drawn),-8%,u,-6%,6%,1%,-5,16
O=C(CSc1cn(CCNC(=O)c2cccs2)c2ccccc12)NC1CCCC1,-23%,-19%,28µM*,2%,-11%,14,17
CC(=O)c1cccc(NC(=O)C(Sc2ncnc3ccccc23)c2ccccc2)c1 (stereo not drawn),9%,12µM*,72%[activator],4.7µM*,3%,8.0*,9
C[N+]1(CCOS(=O)C23CC4CC(CC(C4)C2)C3)CCOCC1 (stereo not drawn),8%,x,-15%,x,-3%,2,-15
COc1ccc(C(C(=O)NCC2CCCO2)N(C(=O)Cn2nnc3ccccc32)c2ccc(NC(C)=O)cc2)c(OC)c1 (stereo not drawn),-4%,-5%,36%,29%,2%,-10,-4
Cc1cccc(N(CC(O)CON=C2c3ccccc3-c3ccccc32)S(C)(=O)=O)c1 (stereo not drawn),3%,x,66%[activator],13µM*,-2%,1,-16
COc1ccc(OCc2n[nH]c(=S)o2)cc1,-3%,19%,-22%,x,-27%,-2,-14
COC(=O)CSc1nnc(C2COc3ccccc3O2)n1-c1ccccc1 (stereo not drawn),1%,-7%,52%,19%,-3%,-4,-3
Cc1ccc(C(=O)C2=C(O)C(=O)N(Cc3cccnc3)C2c2ccc(N(C)C)cc2)o1 (stereo not drawn),-8%,8%,-18%,-22%,2%,-4,-4
CC1(C)Cc2c(cnn2-c2ccc(F)cc2)C(NC(=O)C(C)(C)O)C1 (stereo not drawn),-2%,u,-4%,-26%,0%,-4,-11
CCN(CC(=O)NCc1cccs1)CC(=O)Nc1cccc(S(N)(=O)=O)c1,x,0%,-16%,-28%,-14%,x,x
O=C(C[n+]1cn(C(F)F)c2ccccc21)c1ccc(OC(F)F)cc1,-3%,-5%,-25%,27%,0%,29*,61*
COc1cc2c(cc1OC)C(c1ccccc1Br)NC(=O)C2 (stereo not drawn),10%,10%,-6%,0%,7%,2,-14
CCOC(=O)c1c(C)nc2c(C#N)cnn2c1C,0%,-2%,-16%,12%,-9%,-1,-12
Cc1ccc(CONS(=O)(=O)c2cc(C)ccc2C)cc1,x,u,-8%,u,2%,x,x
COc1cc(C2C(C(C)=O)=C(O)C(=O)N2c2ccc(C)cc2)ccc1O (stereo not drawn),1%,-27%,-25%,-1%,7%,8,-4
O=C(Cc1ccccc1[N+](=O)[O-])Nc1ccccc1C(=O)N1CCOCC1,7%,49%[activator],-10%,22%,2%,-4,-6
COc1ccc(-c2cc(C(=O)NCC(C)C)no2)cc1,3%,x,-8%,-12%,3%,38*,71*
Cc1csc(N(C(=O)Cc2ccccc2F)c2ccccc2)n1,4%,6%,-4%,-13%,1%,-2,-13
CC(C)C(c1nnnn1CC1CCCO1)N1CCN(Cc2ccc3c(c2)OCO3)CC1 (stereo not drawn),-5%,1%,-4%,34%[activator],-2%,-1,14
Cc1ccc(CNC(=O)C(=O)NCC2OCCN2S(=O)(=O)c2ccc(Br)cc2)cc1 (stereo not drawn),-6%,-15%,-9%,-24%,1%,0,-27
CCOc1cccc(NC(=O)/C(C#N)=C\c2cn(CC(=O)O)c3ccccc23)c1,8%,19%,-12%,86%[activator],0%,4,10
O=C(CCCCCNC(=O)N1CCn2c1nc1ccccc12)N[C@@H](C(=O)O)c1ccccc1,-9%,1%,-31%,51%[activator],4%,-2,-5
Cc1cc(NC(=O)CSc2nnnn2-c2ccc(C)c(C)c2)no1,0%,11%,-24%,u,-4%,-2,-7
O=C(Cc1ccccc1)NCCC1=CCCCC1,2%,43%[activator],-16%,u,3%,-1,13
COc1ccc(Nc2nc(-c3ccccc3)c3ccccc3n2)cc1,2%,6%,-21%,-90%,-7%,-5,13
CC(C)(C)OC(=O)COc1cc(F)ccc1[N+](=O)[O-],x,8%,-13%,46%[activator],0%,x,x
Cc1ccc(-n2nc3cc(C)c(NC(=O)c4cccnc4)cc3n2)cc1,4%,239%[activator],-6%,80%[activator],8%,16*,49*
CCN(CC(=O)Nc1c(F)cccc1F)C(=O)/C=C/c1ccc(S(=O)(=O)N2CCCCCC2)cc1,x,u,25%,u,-6%,x,x
O=C(COc1ccc(/C=N/NC(=O)c2ccccc2O)cc1)Nc1ccc([N+](=O)[O-])cc1,0%,-7%,-15%,12µM*,2%,-1,-12
CC(=O)c1cc(C#N)c(SCC(=O)OC(C)(C)C)nc1C,1%,-19%,-6%,u,-8%,19*,20
CC(C)(C)c1ccc(C(CC(=O)O)NC(=O)CSc2ccccc2)cc1 (stereo not drawn),2%[11.5 µM],3%,-2%,22%,5%,-2,17
CC(=O)N1CCN(c2ccc(NC(=O)c3cccc(Cl)c3)cc2)CC1,-5%,98%[activator],60%,0%,0%,31*,73*
CCOC(=O)c1c(S(=O)(=O)N2CCCC2)c(C)n(C)c1C,4%,13%,-9%,12µM*,0%,12,-3
O=C(c1cccc(OC(F)F)c1)N1CCN(c2ncccn2)CC1,0%,11%,-1%,-4%,0%,-4,-4
CCN(CC(=O)NCc1cccs1)C(=O)c1ccc(NS(=O)(=O)c2cccc([N+](=O)[O-])c2)cc1,x,-1%,-26%,7%,-3%,x,x
CCOC(=O)C(C)(C)N(Cc1ccccc1C)S(=O)(=O)c1ccc(Cl)c([N+](=O)[O-])c1,0%,u,-15%,2.6µM*,u,-4,-16
O=C(COC(=O)c1nsc(Cl)c1Cl)NC1CCCC1,4%,2%,1%,u,3%,-8,-3
C#CCOc1c(Cl)cc(C2C3=C(CCCC3=O)N(CC(=O)O)C3=C2C(=O)CCC3)cc1OC,-8%,-10%,-17%,-5%,-4%,-1,-1
Cc1ccc(-c2noc(Cn3cc(S(=O)(=O)N4CCCC4)ccc3=O)n2)cc1,x,-17%,-28%,30%,4%,x,x
CCOC(=O)c1nn(-c2ccc(F)cc2)c(=O)cc1OCC(=O)Nc1ccc(OCC)cc1,x,32%[activator],-11%,21%,-1%,x,x
C/C(=N\Nc1nc(N2CCCCC2)nc(N2CCOCC2)n1)c1cccs1,-2%[11.5 µM],-10%,60%,17%,-6%,-1,-13
COc1cc(O)c(CCO)c2c1C(=O)C[C@@H](C)O2,1%,7%,2%,1.9µM*,-6%,1,-4
Cc1csc(=Nc2ccc(S(=O)(=O)N3CCOCC3)cc2)n1Cc1ccco1,1%,u,8%,u,2%&-10%,-5,21
